RGS12 GoLoco inh: qHTS Assay for Inhibitors of RGS12 GoLoco Motif Activity (Red Fluorophore) | Gai1:RGS12 GoLoco peptide FP, rhodamine, 10 min | 230,000 compounds, 0.44% hits | Guanine nucleotide-binding protein G(i) subunit alpha-1 (Homo sapiens), P63096 | Potency, µM (doses to about 61.6 µM), without a hit: at the top dose activity, negative = inhibition, most hits filed as inhibitors; active = well fitted inhibition curve with a large enough effect, not every such curve was filed as active; inactive = no such curve, though single readings can be large or run the other way; also: nearly all actives have a fitted effect of over 30% in size; many of its hits are not listed in these tables
Target sequence (P63096 whole entry, looked up): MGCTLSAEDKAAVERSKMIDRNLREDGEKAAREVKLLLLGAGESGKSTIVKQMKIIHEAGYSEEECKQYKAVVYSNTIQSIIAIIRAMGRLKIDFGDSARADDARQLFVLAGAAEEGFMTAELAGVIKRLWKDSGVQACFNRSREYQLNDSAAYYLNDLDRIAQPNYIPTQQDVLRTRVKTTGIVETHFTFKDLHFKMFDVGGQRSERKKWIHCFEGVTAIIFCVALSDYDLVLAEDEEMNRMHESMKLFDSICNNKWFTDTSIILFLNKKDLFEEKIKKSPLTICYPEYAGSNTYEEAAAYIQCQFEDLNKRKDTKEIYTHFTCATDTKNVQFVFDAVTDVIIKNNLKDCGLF
GAA glycogen mod: qHTS Assay for Inhibitors and Activators of Human alpha-Glucosidase Cleavage of Glycogen. recombinant GAA, glycogen substrate, Amplex Red glucose oxidase fluorescence. Potency, µM (doses to about 76.4 µM), inactives show at the highest dose activity change, negative = inhibition, most hits filed as inhibitors. 300,000 compounds, 0.38% hits. AID 2100, 2009;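 also: 0% = full enzyme reaction and -100% = no-enzyme basal signal; the screen sought inhibitors and activators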
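Natural-substrate format: glycogen cleavage by 4 nM human enzyme, glucose read by Amplex Red coupling (Ex 573, Em 610 nm). Normalized to enzyme and no-enzyme controls.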
TexasRed fluor: Total Fluorescence Counterscreen for Inhibitors of the Interaction of Thyroid Hormone Receptor and Steroid Receptor Coregulator 2 | AID 1479, 2009 | 280,000 compounds, 0.29% hits | Potency, µM (top dose mostly 106 µM), inactives show at the top dose fluorescence change, negative = quenching | TRb/SRC2 Texas Red total fluorescence interference; active = well fitted curve in either direction with a large enough effect; inconclusive = small, poorly fitted or top-dose-only effect
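Human TRb ligand-binding domain at 0.6 uM with 20 nM Texas Red SRC2 peptide in Tris buffer containing 1 uM T3 and 5% DMSO, incubated with compound 5 h at ambient temperature. Total fluorescence (555/632 nm) calculated as parallel + 2 × perpendicular.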
GAA inh: qHTS Assay for Inhibitors of Human alpha-Glucosidase as a Potential Chaperone Treatment of Pompe Disease. 200,000 compounds, 0.005% hits. purified human GAA, 4-MU-alpha-glucoside fluorescence. Lysosomal alpha-glucosidase (Homo sapiens), P10253. Potency, µM (highest dose often 76.9 µM), without a hit: top-dose activity change, negative = inhibition, usual class: inhibitors;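 also: plate controls were uninhibited enzyme wells for no effect and no-enzyme background for full effect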
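Compounds are titrated up to 77 uM against 4 nM human enzyme. Substrate 4-methylumbelliferyl-alpha-D-pyranoside (400 uM) reacts 20 min at room temperature in pH 5.0 buffer; liberated 4-methylumbelliferone is read at 440 nm.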
aGlu spleen mod: qHTS Assay for Inhibitors and Activators of Human alpha-Glucosidase From Spleen Homogenate; Lysosomal alpha-glucosidase (Homo sapiens), P10253; human spleen homogenate, 4-MU-alpha-glucoside fluorescence; Potency, µM (series often up to 79.9 µM), for inactives: at the top dose activity change, negative = inhibition, hits mostly inhibitors; 240,000 compounds, 0.006% hits;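 also: 0% = enzyme with vehicle and -100% = no enzyme basal signal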
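AC50 values come from Hill-equation fits of concentration-response data, normalized to no-enzyme and full-activity controls. Enzyme source: 1 ug human spleen homogenate; 1 mM fluorogenic 4-MU glucoside, pH 5.0 citrate buffer, 37 C, 40 min.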
L3MBTL1 inh: qHTS Assay for the Inhibitors of L3MBTL1; AlphaScreen L3MBTL1–H3K9me1 peptide binding; Potency, µM (top dose mostly 57.1 µM), without a hit: at the highest dose activity, negative = inhibition, hits mostly inhibitors; 230,000 compounds, 0.66% hits; AID 485360, 2010; also: nearly all actives have a fitted effect of over 60% in size
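Read-out is AlphaScreen signal from streptavidin donor and nickel chelate acceptor beads (10 ug/mL final each) bridging L3MBTL1 (50 nM) and biotinylated K9-monomethylated H3(1-15) peptide (75 nM), after 30 min compound exposure at room temperature.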
TRb-SRC2 inh: qHTS for Inhibitors of the Interaction of Thyroid Hormone Receptor and Steroid Receptor Coregulator 2; TRbeta-SRC2 peptide binding, fluorescence polarization; receptor liganded with 1 µM T3; Potency, µM (titrated, usually from 106 µM), for the others: at the highest dose activity change, negative = inhibition, most hits filed as inhibitors; 280,000 compounds, 0.065% hits; AID 1469, 2008;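 also: plate controls were bound peptide for no effect and peptide without receptor for full effect; nearly all actives have a fitted effect of over 50% in size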
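Decrease in fluorescence polarization of 20 nM Texas Red SRC2 coactivator peptide flagged inhibition of its binding to 0.6 uM TRb LBD; 1 uM T3 included, incubation 5 hr, ex 555/em 632 nm.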
RECQ1 helicase: qHTS Assay for Inhibitors of RecQ-Like Dna Helicase 1 (RECQ1). ATP-dependent DNA helicase Q1 (Homo sapiens), P46063. RECQ1 DNA unwinding, red fluorescence kinetic read. 240,000 compounds, 0.54% hits. AID 2549, 2010. Potency, µM (top dose mostly 57.3 µM), inactives show at the highest dose activity, negative = inhibition, actives largely listed as inhibitors;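 also: plate controls were vehicle for no effect and no enzyme for full effect; nearly all actives have a fitted effect of over 30% in size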
Target sequence (P46063 whole entry, looked up): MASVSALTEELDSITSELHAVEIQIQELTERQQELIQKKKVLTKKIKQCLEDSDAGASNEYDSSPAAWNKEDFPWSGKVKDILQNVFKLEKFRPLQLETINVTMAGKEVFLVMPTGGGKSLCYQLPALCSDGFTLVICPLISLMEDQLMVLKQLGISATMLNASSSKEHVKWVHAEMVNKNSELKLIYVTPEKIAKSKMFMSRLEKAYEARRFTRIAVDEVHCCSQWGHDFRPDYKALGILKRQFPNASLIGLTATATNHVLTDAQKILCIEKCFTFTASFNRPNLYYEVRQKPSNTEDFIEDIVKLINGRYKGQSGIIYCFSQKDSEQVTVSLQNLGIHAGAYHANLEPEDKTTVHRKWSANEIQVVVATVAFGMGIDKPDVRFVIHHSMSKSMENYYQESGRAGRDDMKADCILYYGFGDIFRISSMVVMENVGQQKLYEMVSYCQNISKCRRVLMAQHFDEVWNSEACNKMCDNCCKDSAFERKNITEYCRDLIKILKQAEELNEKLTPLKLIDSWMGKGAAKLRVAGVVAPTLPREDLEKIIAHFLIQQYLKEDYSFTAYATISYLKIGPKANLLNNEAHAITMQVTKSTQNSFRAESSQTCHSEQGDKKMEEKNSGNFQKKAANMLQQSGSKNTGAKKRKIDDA
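50 nM RECQ1T1 preincubated 15 min with compound in Tris pH 8.0 buffer with MgCl2, DTT, Tween-20 and 2.5 ug/ml poly(dI-dC); started with 200 nM TAMRA/BHQ-2 forked duplex and 2 mM ATP. Unwinding read as fluorescence (525/598 nm), two reads 2 h apart.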
* marks the source's active call; other numbers are inactive results; i = inactive; ? = inconclusive; nt = not tested or not shown; & = joins results of further samples; [ ] = another dose, or the depositor's remark. Unless noted, calls follow the shape of the dose curve; as a rule, active = well fitted curve in the direction sought with a large enough effect; inconclusive = small, poorly fitted or top-dose-only effect, or another doubt; inactive = no such curve, though single readings can be large; an effect the other way counts as inactive or inconclusive. Unless noted, % is scaled to controls: 0 for no effect and ±100 for the full control effect; potency is read from the fitted curve at half-maximal effect. Some of the compounds tested. The share of hits here may be higher or lower than overall.

SMILES	RGS12 GoLoco inh	GAA glycogen mod	TexasRed fluor	GAA inh	aGlu spleen mod	L3MBTL1 inh	TRb-SRC2 inh	RECQ1 helicase
COc1cc(C)c(CN2CCCCC2CO)cc1C (stereo unspecified)	0%	0%	-2%	0%	8%	-3%	2%	-2%
COc1ccccc1OCCSc1ncnc2nc[nH]c12	6%	4%	4%	2%	-2%	nt	-1%	-7%
COc1ccc(CC(=O)NNc2ncnc3c2cnn3C)cc1OC	3%	6%	1%	6%	-1%	7%	3%	-6%
O=C1CC(c2ccccc2)CC(O)=C1C=Nc1ccc(O)cc1 (stereo unspecified)	16%	-28%	2%	11%	4%	-12%	?	-16%
O=C(Nc1ccccc1-c1ccccc1)c1cccc([N+](=O)[O-])c1	-9%	2%	-1%	10%	-11%	-16%	6%	-4%
O=C(NC1CCCCC1)N(Cc1cc2cc3c(cc2[nH]c1=O)OCCO3)CC1CCCO1 (stereo unspecified)	4%	-8%	1%	1%	6%	-5%	0%	-8%
O=C1CSC(c2ccc(F)cc2)N1c1nc2ccccc2s1 (stereo unspecified)	7%	2%	3%	3%	-8%	21%	1%	-7%
COc1cccc([C@@H]2Oc3ccc(Br)cc3C(=O)[C@H]2OC(=O)NCc2ccco2)c1	0%	nt	-2%	nt	-1%	nt	0%	-4%
COc1cccc2cc(C(=O)N3CCN(c4ncccn4)CC3)c(=O)oc12	6%	1%	-2%	-2%	1%	-9%	2%	-1%
CCc1ccc(NC(=S)NCC2CCCN2CC)cc1 (stereo unspecified)	-2%	-9%	-1%	-12%	0%	nt	2%	-3%
COc1ccc(NC(=O)c2ccc(CN3CCN(c4ccccc4)CC3)cc2)cc1	8%	9%	1%	7%	-15%	nt	-20%	i
CCCCNc1nc(=S)[nH]c2cc(OC)c(OC)cc12	-5%	3%	-8%	-1%	-6%	nt	-6%	-3%
CC(C)(C)N1CC(c2nc3ccccc3n2CCOc2ccccc2)CC1=O (stereo unspecified)	6%	9%	0%	-5%	-1%	nt	4%	-7%
CCOc1ccc(-c2cc(C(=O)NN)[nH]n2)cc1	4%	-15%	0%	2%	8%	5%	1%	-17%
Oc1ccc(/C=N/Nc2nccnc2Cl)c(O)c1	3%	11µM*	-3%	-4%	-2%	nt	7%	-2%
CCn1cc(C(=O)NCC(C)C)c(=O)c2cc(F)c(N3CCN(C)CC3)cc21	7%	2%	-2%	nt	6%	-1%	1%	-1%
c1ccc(-c2ccccc2OCCCCN2CCCCCC2)cc1	6%	21%	-3%	-10%	-4%	-5%	-3%	2%
O=C(CCc1ccc(S(=O)(=O)N2CCOCC2)cc1)OCc1nc2ccccc2s1	28%	-7%	0%	-7%	2%	-16%	7%	-2%
O=C(COC(=O)c1ccc(Cl)s1)c1cc2ccccc2o1	64%[activator]	-11%	3%	-2%	-10%	nt	-4%	i
CCCn1nnc(NC(=O)c2ccc(Cl)cc2Cl)n1	-5%	-2%	0%	-8%	-2%	nt	11%	-12%
CCOC(=O)N1CCN(CCC(=O)Nc2cc(C)ccc2OC)CC1	8%	-9%	-4%	?	-2%	-5%	10%	i
Cc1cc(=O)[nH]c2cc(Cl)ccc12	1%	6%	1%	2%	-1%	nt	-2%	-9%
CCOC(=O)CSc1nc2ccc(N3CCOCC3)cc2c(=O)n1Cc1ccc2c(c1)OCO2	3%	-14%	-1%	-4%	2%	-2%[11.4 µM]	-2%	?
C/C(=N/NC(=O)CNC(=O)c1ccccc1)c1ccc(C)cc1	-4%	5%	3%	3%	4%	nt	0%	-5%
COC(=O)C1C(=O)C=C(Nc2ccc(F)cc2)CC1c1ccc(OC)cc1 (stereo unspecified)	8%	-2%	1%	0%	-20%	7%	2%	-1%

The final five compounds of the section before open the next one.
SMILES	RGS12 GoLoco inh	GAA glycogen mod	TexasRed fluor	GAA inh	aGlu spleen mod	L3MBTL1 inh	TRb-SRC2 inh	RECQ1 helicase
CCOC(=O)N1CCN(CCC(=O)Nc2cc(C)ccc2OC)CC1	8%	-9%	-4%	?	-2%	-5%	10%	i
Cc1cc(=O)[nH]c2cc(Cl)ccc12	1%	6%	1%	2%	-1%	nt	-2%	-9%
CCOC(=O)CSc1nc2ccc(N3CCOCC3)cc2c(=O)n1Cc1ccc2c(c1)OCO2	3%	-14%	-1%	-4%	2%	-2%[11.4 µM]	-2%	?
C/C(=N/NC(=O)CNC(=O)c1ccccc1)c1ccc(C)cc1	-4%	5%	3%	3%	4%	nt	0%	-5%
COC(=O)C1C(=O)C=C(Nc2ccc(F)cc2)CC1c1ccc(OC)cc1 (stereo unspecified)	8%	-2%	1%	0%	-20%	7%	2%	-1%
COc1cc(OC)cc(C(=O)Nc2ccc3c(c2)OCCO3)c1	nt	-3%&14%[76.3 µM]	-4%	nt	nt	5%[2.29 µM]	6%	nt
Cc1occc1C(=O)NCCCCc1ccccc1	28%	-8%	0%	4%	-2%	nt	9%	-2%
COc1ccc(CCC(=O)N2CCN(S(=O)(=O)c3ccc4ccccc4c3)CC2)cc1	0%	-12%	1%	?	-22%	-2%	-4%	-4%
CN(Cc1cc(Br)cc(Br)c1N)C1CCCCC1	5%	nt	0%	nt	-4%	nt	2%	-4%
Cc1ccc(CNC(=O)CCCC(=O)Nc2cc(C)on2)cc1	8%	8%	1%	10%	3%	12%	1%	-2%
Nc1c(Cl)cnc(C(Cl)(Cl)Cl)c1Cl	2%	8%	-4%	?	4%	14%	-3%	-7%
CCOC(=O)C1CCCN(CCC(=O)Nc2ccc(F)c(F)c2)C1 (stereo unspecified)	0%	9%	-1%	4%	0%	nt	-3%	4%
O=C1N/C(=C/c2ccc(N3CCOCC3)o2)C(=O)N1c1cccc(Cl)c1	-3%	?	-1%	?	-3%	2%[11.4 µM]	-5%	i
CCCc1c(O)nc(SC2CC(=O)N(c3cc(OC)ccc3OC)C2=O)[nH]c1=O (stereo unspecified)	-5%	5%	2%	8%	2%	1%	7%	-7%
CCOC(=O)Cn1c(=O)oc2cc(S(=O)(=O)N(C)c3cccc(C)c3)ccc21	15%	-5%	1%	nt	0%	nt	2%	-8%
COc1ccc(NC(=O)COc2nc3ccccc3nc2N2CCOCC2)c(OC)c1	4%	8%	-7%	15%	-26%	4%	-1%	0%
O=C(NC1Cc2ccccc2C1)c1cc(COc2ccc(F)cc2Cl)on1	-8%	11%	-3%	1%	-2%	12%	-4%	-5%
CC(NC(=O)CC1SC(N)=NC1=O)c1ccccc1 (stereo unspecified)	15%	8%	-3%	7%	3%	10%	10%	4%
CCOC(=O)c1cn(CC(=O)Nc2cccc(Cl)c2)nn1	-15%	-19%	1%	2%	-1%	12%	-5%	-7%
Cc1ccc(CN(Cc2cccnc2)C(=O)CN2C(=O)COc3ccccc32)o1	-30%	2%	0%	0%	5%	-3%	-1%	-3%
Cc1nn(-c2ccccc2)c(C)c1CN	10%	14%	0%	-9%	1%	-8%	-2%	1%
Cc1ccc(C(=O)N2Cc3ccccc3CC2C(=O)O)cc1 (stereo unspecified)	nt	12%	1%	3%	2%	1%	10%	-3%
O=C(CO/N=C/c1cccc([N+](=O)[O-])c1)NC1CCCCC1	0%	6%	?	1%	2%	6%	-10%	-10%
O=C1CC(C(=O)Nc2ccc(Br)cc2)C2(CCCC2)O1 (stereo unspecified)	-3%	7%	-3%	-1%	2%	nt	2%	-10%
CCCCC(=O)Nc1cc(Cl)ccc1C(=O)O	8%	-7%	1%	9%	7%	-2%	2%	-14%
C/C(=N\NC(=O)COc1ccccc1-c1ccccc1)c1ccccn1	-11%	6%	-3%	-12%	0%	-2%	9%	i
CNC(=S)Nc1cccc(C(=O)O)c1	5%	-1%	6%	-21%	-9%	10%	0%	i
CN1/C(=C/C(=O)C2CCC2)Sc2ccccc21	2%	1%	-1%	-7%	-6%	-10%	-27%	6%
COC(=O)c1sccc1NC(=O)c1cc(OC)cc(OC)c1	13%	-3%	0%	2%	11%	-14%	-6%	5%
N#CC1=C(N)C2=C(N3CCCCC3)CCCC2C1(C#N)C#N (stereo unspecified)	3%	22µM*	-21%	-3%	1%	nt	-9%	?
The listing continues:
SMILES	RGS12 GoLoco inh	GAA glycogen mod	TexasRed fluor	GAA inh	aGlu spleen mod	L3MBTL1 inh	TRb-SRC2 inh	RECQ1 helicase
CC(=O)Cn1c(C(F)(F)F)nc2ccccc21	4%	8%	-2%	-5%	-5%	14%	-2%	i
COc1cccc(C(=O)OCC(=O)NC(=O)NC2CCCC2)c1O	7%	4%	1%	2%	0%	-3%	0%	-5%
Cc1ccc(NC(=O)CN2C(=O)CN(C)C2=O)cc1S(=O)(=O)N1CCCCC1	-4%	-3%	-6%	0%	-2%	nt	-2%	-3%
O=C(O)CCCC(=O)Nc1ccccc1C(=O)N1CCOCC1	7%	5%	-1%	-6%	-11%	nt	-4%	-2%
CC1CCCCC1NC(=O)CO/N=C/c1ccccc1OC(F)F (stereo unspecified)	-3%	11%	-1%	1%	-1%	10%	5%	-11%
COC(=O)C1=C[C@@H](C(=O)OC)[C@@H]2C3=C(C(=O)[C@@]2(C)NC(=O)c2ccccc2)[C@H](C)[C@@H]2C(=O)N(Cc4ccccc4)C(=O)[C@@H]2[C@@H]3C1	nt	nt	1%	nt	-2%	nt	5%	-5%
COc1ccc(-c2ccc([C@H]3[C@@H]4C=CCC[C@@]4(C)C(=O)N3Cc3ccccc3)c(F)c2)cc1	6%	-1%	-3%	nt	3%	nt	8%	i
